# High-throughput results (PubChem BioAssay)
# RPL19A-GFP yeast: yeast TOR pathway RPL19A-GFP modulation; S. cerevisiae RPL19A-GFP strain, flow cytometry, 3 h; active compounds read low; percent response vs DMSO, % at 10 µM; 330,000 compounds, 0.3% hits; AID 2025;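 active means percent response vs DMSO below 50%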;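 further: median channel GFP fluorescence of the barcoded RPL19A-GFP strain; ratio of sample median GFP to plate DMSO average so 100% = DMSO; lower means less RPL19A-GFP as with rapamycin TOR inhibition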
# procasp7 counter: activates human procaspase-7, counter-screen for procaspase-3 activators; AID 463210; recombinant procaspase-7, Ac-DEVD-pNA absorbance 405 nm; D23A/D198A/D206A triple mutant, cannot self-cleave; scale: DMSO 0, 5 µM enzyme 100; P55210; activation, % at 8.5 µM; 330,000 compounds, 0.093% hits;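 active means percent activation above the screen-wide mean plus 3 SD, cut at about 25% in these data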
#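 Assay system: Uncleavable procaspase-7 mutant enzyme / Input: 2 µM procaspase-7 mutant as dispensed / Dosing: single nominal 8.5 µM compound dose, 0.8% DMSO final / Timing: 1 h enzyme–compound preincubation and 2 h substrate reaction, both 25 °C / Detection: p-Nitroaniline absorbance at 405 nm, read at 0 and 120 min / Replication: singlicate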
# LAP4-GFP MLPCN: alters LAP4-GFP fluorescence in TOR pathway yeast screen; S. cerevisiae LAP4-GFP multiplex, flow cytometry GFP, 3 h; median GFP as percent of DMSO wells; GFP response vs DMSO, % at 10 µM; 320,000 compounds, 0.34% hits; AID 2023;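 active means GFP response vs DMSO above a set limit, about the screen mean plus 3 SD, cut at about 150% in these data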
# AHR act: activators of human aryl hydrocarbon receptor. AHR-responsive luciferase reporter cells, luminescence. 320,000 compounds, 2.5% hits. activation, % at 5 µM. AID 2796; in the data active means activation above about 47%;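 further: 0% = vehicle wells and 100% = reference agonist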
# Target sequence (P35869 whole entry, looked up): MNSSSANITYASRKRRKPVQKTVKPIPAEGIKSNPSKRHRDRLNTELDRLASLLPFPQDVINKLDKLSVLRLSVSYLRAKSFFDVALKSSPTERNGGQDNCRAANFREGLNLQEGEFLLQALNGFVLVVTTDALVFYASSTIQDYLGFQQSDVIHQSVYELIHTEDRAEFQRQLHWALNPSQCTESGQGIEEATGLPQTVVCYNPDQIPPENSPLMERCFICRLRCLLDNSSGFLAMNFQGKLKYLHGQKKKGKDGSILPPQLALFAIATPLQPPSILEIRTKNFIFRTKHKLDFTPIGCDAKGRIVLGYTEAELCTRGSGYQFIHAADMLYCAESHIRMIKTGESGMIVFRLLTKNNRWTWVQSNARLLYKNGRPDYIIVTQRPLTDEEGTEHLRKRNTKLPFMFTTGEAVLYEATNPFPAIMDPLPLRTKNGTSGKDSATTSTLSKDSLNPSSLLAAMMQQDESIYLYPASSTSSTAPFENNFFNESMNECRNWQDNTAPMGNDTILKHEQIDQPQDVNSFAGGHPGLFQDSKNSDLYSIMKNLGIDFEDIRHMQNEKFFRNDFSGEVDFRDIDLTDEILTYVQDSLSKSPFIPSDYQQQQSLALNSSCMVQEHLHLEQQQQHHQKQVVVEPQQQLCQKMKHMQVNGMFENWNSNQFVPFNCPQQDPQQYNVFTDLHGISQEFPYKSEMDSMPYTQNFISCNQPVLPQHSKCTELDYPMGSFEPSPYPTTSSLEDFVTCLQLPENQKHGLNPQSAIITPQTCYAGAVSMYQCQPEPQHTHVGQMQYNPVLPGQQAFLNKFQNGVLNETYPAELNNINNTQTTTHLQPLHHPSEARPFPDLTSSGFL
# proCasp3 act: activates human procaspase-3; P42574; recombinant procaspase-3 D3A, Ac-DEVD-pNA absorbance 405 nm; activation, % at 8.5 µM; 330,000 compounds, 0.11% hits; AID 463141;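 active means activation above the mean of all tested compounds plus 3 SD, cut at about 21% in these data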;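 further: 0% = DMSO alone and 100% = DMSO wells spiked with extra 5 µM PC-3 D3A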
#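 Assay system – Procaspase-3 D3A mutant · Benchmarks – DMSO low control, extra-enzyme high control · Technique – 405 nm absorbance of p-nitroaniline, reads at 0 and 120 min · Doses – 8.5 µM nominal · Measure – % activation between DMSO and enzyme-spiked controls · Also added – Ac-DEVD-pNA chromogenic peptide substrate · Schedule – 1 h compound preincubation, 2 h substrate hydrolysis at 25 °C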
# MEP2-GFP yeast: yeast TOR pathway MEP2-GFP modulation | AID 2016 | 330,000 compounds, 0.51% hits | GFP response vs DMSO, % at 10 µM | S. cerevisiae MEP2-GFP strain, flow cytometry GFP, 3 h; 100% = DMSO control level;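 active means GFP response versus DMSO above a set limit, roughly screen mean plus 3 SD, cut at about 180% in these data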;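 further: median GFP fluorescence of the barcode-gated MEP2-GFP cells per well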
# CIT2-GFP yeast: modulators of TOR pathway CIT2-GFP in S. cerevisiae; S. cerevisiae CIT2-GFP strain, flow cytometry, 3 h; 100 means same as DMSO wells; 320,000 compounds, 0.065% hits; GFP response vs DMSO, % at 10 µM;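 active means GFP response relative to DMSO above a set limit, near the screen mean plus 3 SD, cut at about 150% in these data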;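 further: ratio of well median GFP fluorescence to mean of DMSO wells on the plate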
# AGP1-GFP MLPCN: yeast TOR pathway AGP1-GFP modulation. 320,000 compounds, 0.02% hits. S. cerevisiae AGP1-GFP multiplex flow cytometry, 3 h; GFP as percent of DMSO wells. GFP response vs DMSO, % at 10 µM;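 active means GFP response relative to DMSO above a set limit, near screen average plus 3 SD, cut at about 150% in these data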;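 further: median GFP channel fluorescence of the gated AGP1 strain per well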
# Active calls of the source: *; . = not tested or not shown.
SMILES,RPL19A-GFP yeast,procasp7 counter,LAP4-GFP MLPCN,AHR act,proCasp3 act,MEP2-GFP yeast,CIT2-GFP yeast,AGP1-GFP MLPCN
Cc1nc2ccc([N+](=O)[O-])cc2c(=O)n1Cc1ccc(F)cc1,106,0,80,3,2,97,103,103
CC1CCN(C(=O)CSc2ccc(-c3ccc4c(c3)OCCO4)nn2)CC1,99,-2,91,8,3,104,101,91
COc1nc(NCCN2CCOCC2)nc(Nc2ccc([N+](=O)[O-])cc2)n1,108,-21,110,11,5,118,101,108
N#Cc1c(-c2ccc(Cl)cc2)cc(-c2cccs2)nc1SCC(=O)O,99,-20,118,-1,-12,113,112,115
Cc1ccc(-n2c(C)cc(C=C3C(=O)CC(C)(C)CC3=O)c2C)cc1,99,-2,90,0,1,102,98,99
CCNC(=S)N1N=C2c3ccccc3CCC2C1c1ccc(F)cc1 (configuration not stated),107,-2,115,51*,-2,107,113,104
O=C(CSc1nnc(CNc2ccc(F)cc2)n1Cc1ccco1)N1CCCC1,98,-4,102,1,-3,98,98,107
Cc1ccc(OCC(=O)Nc2ccccc2Sc2ccccc2)c([N+](=O)[O-])n1,103,-3,98,0,-7,101,93,103
CCCCOc1ccc2c(c1)C(=O)c1cc(O)ccc1-2,86,4,115,1,1,111,.,94
COC(=O)c1ccc2ncccc2c1,96,3,106,4,1,96,98,100
O=C(O)C1CCC(Cn2c(SCc3cc(=O)n4ccccc4n3)nc3ccsc3c2=O)CC1 (configuration not stated),91,5,96,0,-3,106,95,58
Cc1cc(C)cc(C(=O)NC(=S)Nc2ccc(Cc3ccncc3)cc2)c1,98,5,106,7,9,101,89,94
COc1ccc(N2CCN(C(=O)c3ccc(CS(=O)(=O)c4ccccc4C)o3)CC2)cc1,100,5,95,4,-1,95,103,99
O=C(NNC1CC(=O)N(c2cccc(Cl)c2)C1=O)c1cccs1 (configuration not stated),102,3,95,22,-3,103,97,102
CCOC(=O)C1CCCN(c2c(NCCCN(CC)c3ccccc3)c(=O)c2=O)C1 (configuration not stated),99,-2,98,-3,0,102,103,101
Cc1nccc(-c2cc(-c3ccc(Cl)cc3Cl)no2)n1,96,-8,111,-3,6,98,95,98
CC(C)c1ccc(NC(=O)c2cc(S(=O)(=O)N3CCCC3)c[nH]2)cc1,101,-1,105,49*,6,108,93,99
CCC(C(=O)N1CCN(S(=O)(=O)c2ccc(F)cc2)CC1)c1ccccc1 (configuration not stated),96,-5,101,10,-2,97,87,100
Cc1ccccc1N(CC(=O)NC1CCCC1)C(=O)c1csnn1,109,4,105,-1,-2,110,110,116
CCCC(=O)N1c2ccccc2[C@@H](N(C(C)=O)c2ccccc2)C[C@H]1C,97,2,104,-5,7,103,98,100
O=C(NCC(c1ccco1)N1CCc2ccccc2C1)c1ccc(Cl)cc1 (configuration not stated),101,-2,109,14,1,100,99,99
CC1(C)Cc2c(sc3nc(SCC(=O)N4CCOCC4)nc(N)c23)CO1,108,-24,97,6,-17,117,98,104
CC(C)(C)n1ncc2c(=O)n(CC(=O)NCc3ccccc3)cnc21,98,4,95,4,8,100,100,99
Cc1cc2n(n1)C(c1cn(-c3ccccc3)nc1C)Nc1ccccc1-2 (configuration not stated),101,4,98,7,2,98,100,101
CCCCNS(=O)(=O)c1ccc2nc(SCC(=O)Nc3ccccc3)[nH]c2c1,102,-2,87,7,5,92,97,98
CCCNC(=O)CSc1nnc(-c2ccc(F)cc2)o1,91,5,84,0,0,86,90,89
CC(=O)c1oc2ccccc2c1NC(=O)COC(=O)c1ccc(-n2nc(C)cc2C)cc1,98,17,106,10,2,104,99,101
O=C(O)c1oc2ccccc2c1CN1CCN(c2ccccc2)CC1,91,2,92,0,0,98,97,91
O=C(COc1ccc([N+](=O)[O-])cc1)Nc1ccc2c(c1)OCO2,96,-13,99,42,-3,99,99,99
CCc1nn(C)c(N)c1C,96,13,104,6,-1,97,110,102
O=C(NNS(=O)(=O)c1ccc(Br)cc1)c1ccncc1,110,5,118,1,12,106,114,.
COc1ccc(S(=O)(=O)NC(C)(C)C)cc1-c1nnc2c3ccccc3c(C)nn12,100,0,91,-1,-5,104,.,102
CCOC(=O)c1sc2ncnc(NCc3ccco3)c2c1C,102,-17,109,2,-11,104,102,96
O=C(Cn1cnc2c(OCc3ccccc3)ncnc21)NCCN1CCOCC1,92,-1,90,1,8,90,96,95
NC(=O)c1ccc(Oc2ccc(C(N)=O)cc2)cc1,100,-4,99,0,-1,101,85,94
O=C(NCCCCO)C(F)(F)C(F)(F)C(F)(F)C(=O)NCCCCO,102,11,103,3,2,103,101,107
COc1cccc(NC(=O)CCN2C(=O)c3cccc([N+](=O)[O-])c3C2=O)c1,103,7,104,1,4,109,114,112
CC(C)OCCCn1c(=N)c(S(=O)(=O)c2ccccc2)cc2c(=O)n3ccccc3nc21,98,-15,100,0,-19,96,94,98
COc1ccc(CCNC(=O)c2cc(S(=O)(=O)N(C)C)ccc2N2CCCC2)cc1,99,0,96,2,3,103,95,102
CCOC(=O)N1CCC(NC(=O)c2csc3c2CCCC3)CC1,94,4,103,-2,4,99,87,99
CCn1cc(C(=O)O)c(=O)c2cc(F)c(N3CCN(C(=S)NC(=O)c4ccc(Br)cc4)CC3)cc21,100,4,105,-1,1,98,94,101
O=C(NCC1(N2CCCCC2)CCCCC1)c1cccc(S(=O)(=O)Nc2ccc(F)cc2)c1,96,-1,90,1,4,99,94,100
CC1CCN(S(=O)(=O)c2ccc(C(=O)NCc3cccnc3)cc2)CC1,96,-1,97,0,2,89,96,101
COc1ccc(CCNC(=O)C2CCC(C(C)(C)C)CC2)cc1OC (configuration not stated),98,3,86,7,-8,98,93,89
COCCn1c(C)cc2c(c1=O)C(c1ccccc1F)C(C#N)=C(N)O2 (configuration not stated),104,16,108,0,2,104,95,99
Cc1ccc(S(=O)(=O)C(C#N)c2nc3ccccc3nc2N2CCN(C)CC2)cc1 (configuration not stated),104,8,102,0,2,106,107,105
O=C1c2c([N+](=O)[O-])cc([N+](=O)[O-])cc2S(=O)N1Cc1ccccc1 (configuration not stated),98,-13,103,2,-9,94,93,95
CCOC(=O)CS(=O)(=O)c1ccc(O)cc1,97,6,99,0,-5,94,96,95
O=C(COC(=O)Cc1cccc(C(F)(F)F)c1)Nc1ccc2[nH]c(=O)[nH]c2c1,99,-2,105,4,6,101,101,105
COc1ccc(C(=O)NNS(=O)(=O)c2ccccc2)cc1OC,108,-6,100,23,-6,113,101,99
COc1cccc(CC(=O)Nc2ccccc2N2CCCC2)c1,113,0,80,1,2,101,.,95
Cc1cccc(C)c1NC(=O)CSc1nc(C2CC2)nc2ccccc12,93,4,97,-1,5,146,98,89
CCCOc1ccc(C(F)(F)F)cc1NC(=O)CN1C(=O)C(=O)N(CC)C1=O,93,-6,87,1,1,96,89,93
Cc1sc(NC(=O)CCl)c(C(=O)c2ccccc2)c1C,99,-2,102,1,-9,113,100,105
CN1C(C(=O)NCCc2cccs2)CC2Cn3c(nc4cc5ccccc5cc43)C21 (configuration not stated),96,-10,97,8,5,101,100,100
Oc1ccc[n+](CC(O)c2ccccc2)c1 (configuration not stated),102,4,95,-1,-11,103,94,99
CC1(C)Cc2c(sc3c2c(=N)n(Cc2ccco2)c(=O)n3Cc2ccccc2)CO1,103,3,112,1,3,109,105,106
CC[C@]12c3[nH]c4ccccc4c3CCN1C(=O)C(CC(=O)NCCCN(C)C)C[C@@H]2C(=O)N1CCN(C(=O)C2CC2)CC1 (some centres not stated),104,11,100,1,-3,104,97,100
CCCCCCNCc1cccc(Br)c1,100,4,93,5,15,96,105,103
COc1cccc(NC(=S)/C(=C(\[O-])c2ccc(OC(F)F)cc2)[n+]2ccccc2)c1,114,-9,111,5,-4,104,103,102
# Next structures follow:
SMILES,RPL19A-GFP yeast,procasp7 counter,LAP4-GFP MLPCN,AHR act,proCasp3 act,MEP2-GFP yeast,CIT2-GFP yeast,AGP1-GFP MLPCN
CCN(C(=O)CN1C(=O)NC(c2ccccc2)(c2ccccc2)C1=O)c1ccccc1,103,4,92,-2,4,99,108,102
O=C(COC(=O)/C=C/c1ccc(Cl)cc1)Nc1cccc(S(=O)(=O)NC2=NCCCCC2)c1,104,-3,109,-1,-5,102,90,104
C=CCN(C(=O)c1csnn1)C(C(=O)NC1CCCC1)c1ccc(F)cc1 (configuration not stated),91,-8,90,-1,-1,104,98,92
CCCCNC(=O)c1ccc2c(c1)ncn2C1CCCCC1,96,-1,98,-3,10,94,94,98
CCOCCCn1c(-c2ccc(Cl)cc2)n[nH]c1=S,101,-6,97,-3,1,101,100,107
COc1ccc(/C=N/n2cnc3c([nH]c4ccc(Br)cc43)c2=O)cc1CN1CCOCC1,95,4,97,23,9,99,91,95
COC(=O)c1ccc2c(c1)NC(=O)CS2,101,-1,103,1,-4,99,101,106
CN(NC(=O)c1ccccc1F)c1ccc([N+](=O)[O-])cn1,104,-1,.,3,-2,111,.,.
CCOC(=O)c1sc(NC(C)=O)nc1C,103,-6,92,-1,-11,100,98,104
Cc1onc(-c2c(Cl)cccc2Cl)c1NC(=O)N1CCSCC1,102,2,111,-1,-4,100,102,106
Cc1ccc2[nH]c(=O)c(CN(Cc3cccs3)C(=S)NCC3CCCO3)cc2c1 (configuration not stated),98,1,95,6,-1,100,95,97
OCCCCNCc1ccc(OCc2ccccc2Cl)cc1,97,5,99,3,6,97,106,87
Cc1cc(=O)oc2cc(NC(=O)c3c(Cl)cnn3C)ccc12,102,-4,105,1,3,103,96,102
O=C(c1ccc2c(=O)n3c(nc2c1)CCCCC3)N1CCN(C(c2ccccc2)c2ccccc2)CC1,93,-4,88,-1,0,90,94,94
CCCNC1=CC(=O)CC(C)(C)C1,97,6,92,0,3,107,94,102
CC(C)(C)c1ccc(C2/C(=C(\O)c3ccc4c(c3)OCCO4)C(=O)C(=O)N2CCCN2CCOCC2)cc1 (configuration not stated),104,-10,106,-1,5,113,109,109

# This is a random part of the collection; 3.5% or so of the library scored in one or more.
